HCV inhibitor: inhibitors of hepatitis C virus infection; Huh7.5.1 HCVcc-Cre infection, luciferase reporter, 44 h; Potency, µM (titrated, usually from 41.8 µM), inactives show top-dose activity change, negative = inhibition, hits mostly inhibitors; actives 3.4% (n = 340,000); AID 651820
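Antiviral activity was scored by luciferase reporter output from cells infected with HCVcc-Cre (~0.5 moi) in presence of compound, 44 h infection period, cells seeded 1,000/well 4 h prior.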
TbPYK inhibitor: blocks Trypanosoma brucei pyruvate kinase; Potency, µM (series often up to 76.8 µM), for the others: at the top dose activity, negative = inhibition, usual class: inhibitors; TbPYK enzyme, Kinase-Glo Plus ATP luminescence, 45 min; actives 0.12% (n = 410,000); also: nearly all actives have a fitted effect of over 50% in size
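Luminescent Kinase-Glo Plus end-point after 45 min room-temperature reaction of T. brucei pyruvate kinase started with 130 uM ADP (final). Buffer TEA 50 mM pH 7.2 with KCl, MgCl2, BSA, Tween-20; titration-based qHTS with fitted concentration-effect curves.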
* hit, by the source's call; ? = inconclusive; [ ] = remark or other dose. Calls follow the shape of the dose curve; as a rule, active = well fitted curve in the direction sought with a large enough effect; inconclusive = small, poorly fitted or top-dose-only effect, or another doubt; inactive = no such curve, though single readings can be large; an effect the other way counts as inactive or inconclusive. % is scaled to controls: 0 for no effect and ±100 for the full control effect; potency is read from the fitted curve at half-maximal effect. These rows are one share of the data; the hit share may differ from the screen's.

Below each SMILES: HCV inhibitor | TbPYK inhibitor
c1ccc(CNCCCn2cnc3c(OCc4ccccc4)ncnc32)cc1
  -12% | 0%
COc1ccc(OCc2nnc(SC(C)C(=O)Nc3ccc(N4CCOCC4)cc3)n2C)cc1 (stereo unspecified)
  4% | 1%
COc1cc(C(=O)OCC(=O)NCC2CCCO2)cc(OC)c1OC (stereo unspecified)
  -3% | 5%
CC(C)CC1(C)NC(=O)N(CC(=O)Nc2ccc3c(c2)OCCO3)C1=O (stereo unspecified)
  6% | -2%
COc1ccc(NC(=O)Nc2ccc3c(c2)C(=O)N([C@H](C)CO)C[C@H](C)[C@@H](CN(C)C(=O)NC2CCCCC2)O3)cc1
  -7% | 2%
O=C(C[C@H]1C/C=C\C[C@H](Cc2ccc(F)cc2)C(=O)O[C@@H](c2ccccc2)CNC1=O)NCCO
  19% | -11%
CCC1(CC)C(=O)C2=C3C1[C@H](C(=O)OC)CC(C(=O)OC)C[C@H]3n1c(=O)n(-c3ccccc3)c(=O)n1[C@H]2C (stereo partly specified)
  38%[activator] | -11%
Cc1ccc2c(c1)S(=O)(=O)c1ccc3ccccc3c1N2
  26% | 2%
C[C@H](CO)N1C[C@H](C)[C@@H](CN(C)Cc2ccc(C(=O)O)cc2)Oc2c(NS(=O)(=O)c3cn(C)cn3)cccc2C1=O
  9% | -1%
O=S(=O)(c1ccccc1)N1CCc2ccccc21
  -13% | -16%
COc1ccc(/C=C2/CCCC(CN(C)C)C2=O)cc1 (stereo unspecified)
  ? | -11%
CCCCNC(=O)COC(=O)c1c2c(nc3ccccc13)/C(=C\c1cccs1)CC2
  2.8µM* | 1%
CN1C[C@H]2CON(C)[C@H]2C[C@H]1c1cccc(Br)c1
  16% | 0%
CN(C(=O)CSc1nc2scc(-c3ccccc3)c2c(=O)[nH]1)c1ccccc1
  -22% | -15%
CCOC(=O)c1ccc(S(=O)(=O)N2CCC(C(=O)N3CCN(c4ccccc4OC)CC3)CC2)cc1
  10µM* | -15%
Cc1ccc(NC(=O)COC(=O)CCc2ccccc2)cc1S(=O)(=O)N1CCOCC1
  21% | 0%
Cn1cccc1C(=O)OCC(=O)NNC(=O)c1ccc([N+](=O)[O-])cc1
  4% | -18%
CN(C)c1ccc2c(c1[N+](=O)[O-])Cc1ccccc1-2
  ? | -2%
CCOC(=O)C1=C(C)NC(C)=C(C(=O)OCC)C1C(=O)OCC(=O)NCc1ccco1
  ? | 2%
CC(C)OC(=O)C1OC1(C)c1ccccc1 (stereo unspecified)
  -3% | -1%
CCO[C@H]1OC(C(=O)O)=C[C@@H](c2ccccc2)[C@@H]1CCCO
  15% | 2%
O=C(CN1C(=O)NC2(CCCC2)C1=O)NCc1ccccc1
  13% | 3%
CCc1ccc(Cn2ncc3c(C(=O)O)cc(C)nc32)cc1
  -1% | 5%
CCN(c1ccccc1)S(=O)(=O)c1ccc(C(=O)N(C)Cc2cccs2)cc1
  ? | 2%
COc1ccccc1NC(=O)COC(=O)c1ccc(S(=O)(=O)N2CCCCCC2)cc1
  25% | 2%
COc1ccccc1N(C)S(=O)(=O)c1ccc(C(=O)NCC(c2ccco2)N2CCCCC2)cc1 (stereo unspecified)
  22µM* | 0%
CCc1ccccc1N1CC(C(=O)N2Cc3ccccc3CC2C(N)=O)CC1=O (stereo unspecified)
  -18% | -11%
Cc1cc2nc(-c3ccccc3O)[nH]c2cc1C
  -16% | -10%
Oc1ccc2ccccc2c1CNc1ccccc1
  2% | 9%
COc1ccc(Nc2nccc3c2ncn3C)cc1
  15% | 0%

(further entries)
Below each SMILES: HCV inhibitor | TbPYK inhibitor
CN(c1ccccc1)S(=O)(=O)c1cccc(NC(=O)c2ccc(=O)[nH]n2)c1
  ? | 3%
c1ccc(-c2nc3ccccn3c2-c2ccccc2)cc1
  ? | 5%
CC1(C)C2CCC1(CS(=O)(=O)N1CCCC1C(=O)O)C(=O)C2 (stereo unspecified)
  4% | 3%
O=C(OCCCc1cc2ccccc2c(=O)o1)N1CCOCC1
  -29% | -3%
O=C(O/N=C/c1ccc(Br)cc1)c1ccc(F)cc1
  17% | -5%
CC(OC(=O)[C@@H](NC(=O)c1ccco1)C(C)C)C(=O)Nc1ncc(Cl)cc1Cl (stereo partly specified)
  -6% | 0%
COC(=O)[C@]1(Cc2ccccc2)N[C@H](c2ccc(-c3cccc(Cl)c3)c(OC)c2)[C@@H]2C(=O)N(C)C(=O)[C@@H]21
  2.2µM* | -3%
CC(C)(C)OC(=O)[C@H](CCCCN)NC(=O)c1[nH]cnc1C(=O)N[C@@H](Cc1ccccc1)C(=O)OCc1ccccc1
  20% | -1%
CCN(CC(=O)Nc1ccc(NC(C)=O)cc1)C(=O)c1c(C)nn(Cc2ccc(C)cc2)c1Cl
  6% | -3%
c1ccc(-c2cc(-c3ccccc3)ncn2)cc1
  15% | -2%
CCOC(=O)c1cc(N2CCCCC2)nc2ccccc12
  -3% | -3%
O=[N+]([O-])c1cccc(C=NN=Cc2ccccc2O)c1
  -9% | -1%
Cn1nnnc1SCC(=O)Nc1ccc(Br)cc1Br
  -3% | -2%
Cc1cccc(C(=O)N[C@H](C(=O)Nc2ccc(C)c(S(=O)(=O)N3CCOCC3)c2)C(C)C)c1
  ? | 4%
N#CC1(Nc2ccc(-c3ccc(NC4(C#N)CCCC4)cc3)cc2)CCCC1
  16% | -5%
O=P(NCc1ccccc1)(OCc1ccccc1)OCc1ccccc1
  -25% | -4%
CC(=N)c1c(O)cc(C)oc1=O
  4% | -9%
Cc1ccc2c(c1)C(=O)C(=O)N2Cc1ccc(C(F)(F)F)cc1
  ? | -4%
ON=C1c2ccccc2-c2cc(Br)ccc21
  ? | 1%
O=C1CC(N2CCN(S(=O)(=O)c3ccccc3F)CC2)C(=O)N1c1ccccc1F (stereo unspecified)
  1% | 3%
C=CCN(CC(=O)Nc1cccnc1)S(=O)(=O)c1ccc(Cl)cc1
  2% | 7%
CC(C)CNC(=O)C(=O)NCC1OCCN1S(=O)(=O)c1cccs1 (stereo unspecified)
  11% | -12%
CCN(CC)S(=O)(=O)c1ccc(N=Nc2cc(C)cc(Br)c2O)cc1
  -28% | -1%
c1ccc(CNC2CC3CCC2C3)cc1 (stereo unspecified)
  8% | -4%
O=C(CNCc1ccccc1Cl)Nc1cc(S(=O)(=O)N2CCOCC2)ccc1Cl
  ? | 5%
CN(C)C(=O)CCc1ccc2c3c([nH]c2c1)[C@]1(CCc2ccccc2)[C@@H](C(=O)N2CCCCC2)C[C@H](CC(=O)NC(C)(C)C)C(=O)N1CC3
  ? | 5%
C#CCOCCOCCOCCNc1nc(N2CCN(C(=O)C([C@@H](C)CC)n3cc(C(N)CO)nn3)CC2)nc(N2CCN(C(=O)C([C@@H](C)CC)n3cc(C(N)COC(=O)C(F)(F)F)nn3)CC2)n1 (stereo partly specified)
  14% | -19%
Cc1nnc(SCC(=O)NCC2CCCO2)n1Cc1ccccc1 (stereo unspecified)
  9% | 0%
CC(C)(C)CN1C(N)=NC[C@@H]1c1ccccc1
  -2% | 0%
CS(=O)(=O)Nc1ccccc1C(=O)OCC(=O)NCc1cccs1
  -19% | -4%

Among those listed so far, five contain an NH in an aromatic ring:
Below each SMILES: HCV inhibitor | TbPYK inhibitor
CN(C(=O)CSc1nc2scc(-c3ccccc3)c2c(=O)[nH]1)c1ccccc1
  -22% | -15%
Cc1cc2nc(-c3ccccc3O)[nH]c2cc1C
  -16% | -10%
CN(c1ccccc1)S(=O)(=O)c1cccc(NC(=O)c2ccc(=O)[nH]n2)c1
  ? | 3%
CC(C)(C)OC(=O)[C@H](CCCCN)NC(=O)c1[nH]cnc1C(=O)N[C@@H](Cc1ccccc1)C(=O)OCc1ccccc1
  20% | -1%
CN(C)C(=O)CCc1ccc2c3c([nH]c2c1)[C@]1(CCc2ccccc2)[C@@H](C(=O)N2CCCCC2)C[C@H](CC(=O)NC(C)(C)C)C(=O)N1CC3
  ? | 5%

(more compounds)
molecule | HCV inhibitor | TbPYK inhibitor
O=C(NCCCl)Nc1ncn[nH]1 | 40%[activator] | -22%
CCOC(=O)Cc1csc(NC(=O)c2cccc(Cl)c2)n1 | -18% | -7%
CC(C)(C)C1(CCO)C(=O)NC(=S)NC1=O | 41%[activator] | -18%
O=C(COC(=O)Cc1n[nH]c(=O)c2ccccc12)NNC(=O)c1ccc(Br)cc1 | 23% | -8%
COc1ccc(CNC(=O)CN2C(=O)NC(c3ccccc3)(c3ccccc3)C2=O)cc1 | -23% | -4%
CCCn1c(SCC(=O)Nc2ccc(F)c(Cl)c2)nc(O)cc1=O | 19% | 0%
CC(C)n1nnnc1SCC(=O)N(C)C1CCS(=O)(=O)C1 (stereo unspecified) | 6% | 0%
CCCCN1C(=O)C(C(=O)OCc2ccccc2)CC2=C1CCCC2=O (stereo unspecified) | 20%[8.37 µM] | -2%
O=C(CSc1nnc(C2CC2)n1-c1ccccc1)NC1CCS(=O)(=O)C1 (stereo unspecified) | 10% | 2%
C[C@H](CO)N1C[C@H](C)[C@@H](CN(C)C)Oc2c(NC(=O)c3ccncc3)cccc2C1=O | -2% | -2%
CC[C@H](C)[C@H]1CNC(=S)N1CC1CCN(CCCC2CCCC2)CC1 | ? | 0%
C=C1[C@@H](O)[C@H](CC(C)C)N(Cc2ccccc2Br)S1(=O)=O | -5% | 5%
CC(C)C(OC(=O)C1=Cc2ccccc2OC1)C(=O)NCC1CCCO1 (stereo unspecified) | -17% | -12%
O=C(Cc1cccc(NC(=O)C2CCCN(C(=O)C3CCCCC3)C2)c1)Nc1ccc(C(=O)N2CCCCC2)cc1 (stereo unspecified) | -16%[8.37 µM] | 4%
O=C1c2ccccc2S(=O)(=O)c2cc(C(=O)N3CCN(c4ccccc4)CC3)ccc21 | -12% | -7%
COc1cccc(NC(=O)COC(=O)C2=NN(c3ccccc3)C(=O)CC2)c1 | 0% | -2%
Cc1c(NC(=O)[C@@H](NC(=O)c2ccc(Cl)c([N+](=O)[O-])c2)C(C)C)c(=O)n(-c2ccccc2)n1C | -18% | 0%
Cn1c(=O)c2[nH]c(NN=Cc3ccccc3)nc2n(C)c1=O | -12% | 1%
COc1ccc(C2c3cc(OC)c(OC)cc3CC3C(=O)OCC32)cc1OC (stereo unspecified) | 9% | 1%
CN(CC(=O)Nc1c(Cl)cccc1Cl)CC(=O)N(C)C1(C#N)CCCCC1 | 3% | 2%

Other structures follow.
molecule | HCV inhibitor | TbPYK inhibitor
O=C1NC(=O)c2c(Br)c(Br)c(Br)c(Br)c21 | 13% | 3%
CC(C)C(=O)N[C@H]1CCC2C3CC=C4C[C@@H](O)CC[C@]4(C)C3CC[C@@]21C (stereo partly specified) | -18% | -4%
CCO[C@H]1OC(C(N)=O)=C[C@@H](C2CC2)[C@@H]1CCCO | 19% | 4%
Cc1ccc(NC(=O)c2ccc(Br)o2)c([N+](=O)[O-])c1 | -11% | 2%
C=CCNC(=O)c1c(CSc2ccc(Cl)cc2)noc1C(=O)NCCC | ? | -8%
COc1cc(/C=C/C(=O)OCC(=O)NNC(=O)c2cc(Cl)ccc2OC)ccc1O | ? | 3%
Cc1ccc(S(=O)(=O)NNC(=O)c2cc(C)c(C)cc2N)cc1 | 7% | 0%
COc1ccc(CN(C)CC(=O)Nc2cccc(S(=O)(=O)N3CCCC3)c2)cc1F | ? | -4%
Cc1cccc(C(=O)NNC(=O)c2ccc3ccccc3c2)c1 | 17% | 6%
CN(C)CC1CCC/C(=C\c2ccc(OC(=O)/C=C/c3ccc(Cl)c(Cl)c3)cc2)C1=O (stereo unspecified) | ? | -1%
Cc1noc(C)c1C(=O)NC(Cc1c[nH]c2ccccc12)C(=O)O (stereo unspecified) | 8% | -5%
CCN(C[C@H]1N[C@@](CC)(C(=O)OC)[C@H]2C(=O)N(C)C(=O)[C@@H]12)S(=O)(=O)c1ccc(OC(F)(F)F)cc1 | ? | 0%
CCCCC1(c2ccc(F)cc2)NC(=O)N(CC(=O)Nc2ccc(N3CCOCC3)cc2)C1=O (stereo unspecified) | ? | -1%
COc1ccc([C@@H]2CC=C(C(=O)O)[C@H](c3ccc(Br)cc3)N2S(=O)(=O)c2ccccc2C)cc1 | 28% | 3%
COc1ccc(-c2ccc3c(c2)C2CC3CCN2C(=O)C(C)(C)C)cc1 (stereo unspecified) | -13%[8.37 µM] | -2%
Nc1ncc2[nH]c(N)nc2n1 | 10% | 3%
c1ccc(C2c3ccccc3-n3nncc3CN2CC2CCCCC2)cc1 (stereo unspecified) | 4%[8.37 µM] | -1%
C=CCOC(=O)C1=C[C@@H](c2coc3ccccc3c2=O)C[C@@H](OCCCCO)O1 | 12% | -1%
Clc1ccc(-n2nnc(-c3ncc[nH]3)n2)cc1Cl | 25% | -1%
CC(C)=C[C@H]1C[C@H](C)[C@H]2CC[C@H](C)c3c(O[C@@H]4OC[C@@H](O)[C@H](O)C4O)c(O)c(C)c1c32 (stereo partly specified) | ? | -4%

Entries of single compounds from above. Screens in order: HCV inhibitor, TbPYK inhibitor
`CCCCC1(c2ccc(F)cc2)NC(=O)N(CC(=O)Nc2ccc(N3CCOCC3)cc2)C1=O` (stereo unspecified) in the list: ?, -1%
`c1ccc(C2c3ccccc3-n3nncc3CN2CC2CCCCC2)cc1` (stereo unspecified) in the list: 4%[8.37 µM], -1%
`C=CCOC(=O)C1=C[C@@H](c2coc3ccccc3c2=O)C[C@@H](OCCCCO)O1` in the list: 12%, -1%
`COc1cc(/C=C/C(=O)OCC(=O)NNC(=O)c2cc(Cl)ccc2OC)ccc1O` in the list: ?, 3%
`COc1ccc(CN(C)CC(=O)Nc2cccc(S(=O)(=O)N3CCCC3)c2)cc1F` in the list: ?, -4%

Bioassay records (PubChem BioAssay)
